# Source: PubChem BioAssay (National Center for Advancing Translational Sciences (NCATS))
# Tau fluor cs – counter-screen for tau fibril formation inhibitors; Potency, µM (doses to about 57.7 µM), for inactives: top-dose activity change, negative = decrease; 280,000 compounds, 0.93% hits; tau K18 P301L Alexa594 fluorescence, heparin fibrillization; further: nearly all actives have a fitted effect of over 55% in size
#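 Human K18 P301L tau (15 uM unlabeled plus 0.24 uM Alexa 594-labeled, final) in 100 mM sodium acetate pH 7 was mixed with compound and 20 uM heparin and incubated 6 hr at 37 C.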
# Tau fibril FP – inhibitors of human tau fibril formation; K18 P301L tau heparin fibrillization, Alexa594 FP, 6 h; 280,000 compounds, 0.39% hits; Potency, µM (top dose mostly 57.7 µM), for the others: top-dose activity, negative = inhibition, hits mostly inhibitors; P10636; further: nearly all actives have a fitted effect of over 55% in size
# Target sequence (P10636 561-689 P618L limits assumed): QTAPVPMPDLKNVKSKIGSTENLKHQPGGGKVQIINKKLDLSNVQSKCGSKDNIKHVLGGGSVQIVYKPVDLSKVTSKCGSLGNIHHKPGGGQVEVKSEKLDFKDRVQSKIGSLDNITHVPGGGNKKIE
#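 FP of Alexa 594-tau after heparin (20 uM) induction. Substrate: human K18 P301L, 15 uM unlabeled, 0.24 uM labeled. Buffer 100 mM sodium acetate pH 7. 6 hr, 37 C.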
# Tau fibril ThT – inhibitors of human tau fibril formation, thioflavin T binding; recombinant tau K18 P301L, heparin-induced fibrillization, ThT fluorescence; 270,000 compounds, 2.1% hits; Potency, µM (series often up to 57.4 µM), without a hit: at the top dose activity, negative = inhibition, hits mostly inhibitors; AID 1460; further: nearly all actives have a fitted effect of over 55% in size
#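 ThT emission at 510 nm, taken 1 hr after adding 30 uM dye, quantifies aggregates formed when 20 uM heparin acts on human tau K18 P301L for 6 hr at 37 C.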
# * hit, by the source's call; ? = inconclusive. The call rests on the fitted dose curve; in most records, active means well fitted curve in the direction sought with a large enough effect; inconclusive means small, poorly fitted or top-dose-only effect, or another doubt; inactive means no such curve, though single readings can be large; an effect the other way counts as inactive or inconclusive. On the % scale 0 is the no-effect control and ±100 the full control effect; potency means the concentration at half of the fitted maximal effect.
# Screens in order – Tau fluor cs, Tau fibril FP, Tau fibril ThT
1) COc1cc(NC(=O)C2CCN(c3cnc4ccccc4n3)CC2)cc(OC)c1OC
    -10%, -4%, -4%
2) CCN1CCN(CCCNC(=O)c2ccc3nc(Cc4ccc(OC)cc4)oc3c2)CC1
    -6%, -1%, -10%
3) COc1ccc(CCC(=O)NC2CC(=O)N(c3ccc(OC)cc3)C2)cc1 (stereo not drawn)
    9%, -2%, 6%
4) CCOc1ccc(CNC(=O)CSc2nnc(C)c3c(C)n(-c4ccc(Cl)cc4)nc23)cc1
    -12%, -9%, -7%
5) CCOC(=O)C1CCCN(S(=O)(=O)c2ccc3[nH]c(=O)ccc3c2)C1 (stereo not drawn)
    -10%, -15%, -2%
6) COc1cccc(CN2C(=O)C3(SCC(=O)N3c3ccc(C(C)C)cc3)c3ccccc32)c1 (stereo not drawn)
    -7%, -4%, -2%
7) COc1ccc(S(=O)(=O)NCC(c2ccco2)S(=O)(=O)c2cccs2)cc1F (stereo not drawn)
    -18%, -10%, 0%
8) Cc1ccc(C)c(NC(=O)c2cc(S(=O)(=O)N3CCN(c4cccc(Cl)c4)CC3)ccc2F)c1
    -11%, -17%, 2%
9) Cc1ccc(NC(=O)CSc2nc(-c3cccs3)nc3cc(=O)[nH]n23)cc1C
    -29%, -3%, ?
10) CSc1ccc(CCNC(=O)c2c(C)oc3ncn(C)c(=O)c23)cc1
    -7%, -3%, -11%
11) Cn1cc(S(=O)(=O)N2CCCCCC2)cc1C(=O)N1CCN(c2ccccc2F)CC1
    -9%, -1%, 0%
12) Cc1csc2nc(COC(=O)c3ccccc3NC(=O)c3ccc(F)cc3)cc(=O)n12
    -4%, -1%, -4%
13) CC(C)(C)OC(=O)N1CCC(c2c(C(=O)NC3CCN(Cc4ccccc4)CC3)cnn2-c2ccc(F)cc2F)CC1
    -9%, 4%, -3%
14) CCOC(=O)C1CCN(S(=O)(=O)c2cc(-c3cc(C)no3)ccc2C)CC1
    -13%, -3%, 2%
15) CCOC(=O)N1CCC(NC(=O)c2cnn(-c3ccc(C)cc3)c2C2CCN(C(=O)OC(C)(C)C)CC2)CC1
    -3%, 3%, -6%
16) CCc1ccc(Sc2cc(C(=O)NCCCOC(C)C)c3ccccc3n2)cc1
    -16%, 9%, -16%
17) CC(=O)c1cccc(NC(=O)c2cc(C)nc3c2c(C)nn3-c2cccc(Cl)c2C)c1
    -29%, -12%, -2%
18) Cc1ccc(N2C(=O)CSC23C(=O)N(CC(=O)NC2CCCCC2)c2ccccc23)cc1C (stereo not drawn)
    -1%, -2%, 2%
19) CC(C)(C)CC(=O)NC1CC(=O)N(c2ccc3c(c2)OCCO3)C1 (stereo not drawn)
    -20%, -4%, ?
20) Cc1cc(C)cc(C(=O)Nc2nnc3n2CCS3)c1
    -4%, -4%, 2%
21) CC1=C(c2ccc(Cl)cc2)S(=O)(=O)N=C1N1CCC(C(=O)NCCc2ccco2)CC1
    -6%, -8%, -17%
22) CCc1cccc(NC(=O)CN2C(=O)COc3ccc(S(=O)(=O)Nc4ccccc4)cc32)c1
    ?, ?, ?
23) CCN(CC)C(=O)c1sc2c(c1C)c(=O)n(Cc1ccccc1)c(=O)n2Cc1ccccc1C
    -6%, -7%, -6%
24) Cc1cc(C)cc(-n2ccnc2SCC(=O)Nc2cccc3ccccc23)c1
    -23%, -5%, ?
25) CCc1cccc(NC(=O)c2cc3c(=O)n(Cc4ccc(OC)cc4)ccc3nc2C)c1
    -16%, -1%, 9%
26) COc1ccc(N2CCN(c3nc4ccc(C)cc4n4nnnc34)CC2)cc1
    -19%, ?, ?
27) CCCCCOc1ccc(NC(=O)Cn2c(-c3nonc3N)nc3ccccc32)cc1
    10%, -4%, 12%
28) COc1ccccc1NC(=O)c1sc2ncn(Cc3ccccc3Cl)c(=O)c2c1C
    -11%, -13%, -3%
29) O=C(CSc1nc(=O)n(Cc2cccnc2)c2c1CCC2)Nc1cccc(Cl)c1
    -16%, -4%, -8%
30) CCOc1ccc(-n2c(SCC(=O)N3CCCCCC3)nc3c([nH]c4ccccc43)c2=O)cc1
    -3%, 0%, 12%
31) CCOC(=O)c1ccc(NC(=O)CC2C(=O)N(c3ccc(C)cc3)C(=O)N2C2CCCC2)cc1 (stereo not drawn)
    ?, ?, 6%
32) CCOc1ccccc1CNC(=O)c1c(C)oc2ncnc(N3CCOCC3)c12
    -6%, 2%, -9%
33) CC1CCN(c2nn3c(=O)c(C(=O)NC(C)C)cnc3s2)CC1
    -9%, -4%, -5%
34) O=C(Cn1c(=O)oc2cc(Cl)ccc21)Nc1cccc(C(F)(F)F)c1
    -22%, -12%, -2%
35) Cc1cc(NC(=O)c2ccc3c(c2)N(Cc2cccc(Cl)c2)C(=O)c2ccccc2S3=O)ccc1Br (stereo not drawn)
    -4%, ?, 10%
36) COc1ccc(CNC(=O)CCCn2c(SCC(N)=O)nc3cc4c(cc3c2=O)OCO4)cc1
    7%, -5%, 9%
37) CCN(CC)S(=O)(=O)c1ccc2c(c1)nc(CN(C)C(=O)Nc1ccc(C)c(Cl)c1)n2C
    -18%, -12%, 0%
38) CCOc1ccccc1C(=O)Nc1ccc(S(=O)(=O)N2CCCCC2c2cccnc2)cc1 (stereo not drawn)
    8%, 3%, 9%
39) NC(=O)C1CCN(S(=O)(=O)c2ccc(N3CCCCS3(=O)=O)cc2)CC1
    4%, 3%, 3%
40) COC(=O)c1cc2c(cc1NC(=O)c1cnn(-c3ccc(C)cc3)c1-n1cccc1)OCO2
    -3%, 10%, 0%
41) CCc1nc2ccc(C(=O)NCc3ccc(OC)c(OC)c3)cc2nc1CC
    -9%, -6%, -1%
42) CCCNC(=O)C1CCC(Cn2c(=O)c3sccc3n(CC(=O)N3CCCC(C)C3)c2=O)CC1 (stereo not drawn)
    9%, 8%, 8%
43) Cn1c(=O)c2c(SCC(=O)NCC3CCCO3)nc(-c3ccccc3F)nc2n(C)c1=O (stereo not drawn)
    3%, 2%, 0%
44) Cn1c(=O)c2nc(SCC(=O)Nc3ccc(OC(F)(F)F)cc3)n(C)c2n(C)c1=O
    -5%, -8%, -3%
45) COc1ccc(S(=O)(=O)NCc2cccn2Cc2cc(C)ccc2C)cc1OC
    -16%, 6%, -5%
46) Cc1cc2n(n1)CCCN2C(=O)Nc1ccc(F)c(Cl)c1
    -5%, -1%, 4%
47) O=C1C(=O)N(C2CCN(C(=O)c3ccc(Cl)cc3)CC2)CCN1Cc1ccc(F)cc1
    0%, 6%, -4%
48) Cc1cc(F)ccc1S(=O)(=O)Nc1ccc2c(c1)CCCN2C(=O)c1cccs1
    -25%, -7%, -4%
49) CCN(C(=O)Cn1c(SCC(=O)Nc2ccc(OC)cc2)nc2ccccc21)c1cccc(C)c1
    -11%, 10%, -8%
50) CCOC(=O)Cn1c(=O)n(CC2CCCO2)c2nc(-c3ccc(OC)cc3OC)nc(C(N)=O)c21 (stereo not drawn)
    -2%, -4%, 2%

# Copied from above: nos. 44–45
# Screens in order – Tau fluor cs, Tau fibril FP, Tau fibril ThT
44) Cn1c(=O)c2nc(SCC(=O)Nc3ccc(OC(F)(F)F)cc3)n(C)c2n(C)c1=O
    -5%, -8%, -3%
45) COc1ccc(S(=O)(=O)NCc2cccn2Cc2cc(C)ccc2C)cc1OC
    -16%, 6%, -5%

# Further results:
# Screens in order – Tau fluor cs, Tau fibril FP, Tau fibril ThT
51) COc1ccc(CCNC(=O)C(=O)Nc2ccc(C)c(C)c2)cc1OC
    -5%, -16%, -11%
52) Cc1nn(CC(=O)NCc2ccc(N(C)C)cc2)c(=O)c2nn(-c3ccccc3)c(C)c12
    -3%, 0%, 3%
53) Cc1ccc(NC(=O)Cn2c(=O)nc(-c3ccccc3)c3ccccc32)cc1F
    10%, -3%, 11%
54) COc1ccc(OC)c(NS(=O)(=O)c2ccc(-c3cc(C)no3)s2)c1
    -30%, -3%, -13%
55) O=C(NCCS(=O)(=O)N1CCN(c2ccccc2)CC1)C1CC(=O)N(c2ccccc2)C1 (stereo not drawn)
    -8%, -1%, -9%
56) CCOc1ccc(NC(=O)c2cnc(N3CCCC3)nc2C)cc1
    -10%, -3%, ?
57) CC(=O)c1ccc(NC(=O)C2CCC(CNS(=O)(=O)c3ccc4c(c3)CCCC(=O)N4)CC2)cc1 (stereo not drawn)
    -3%, -3%, -6%
58) COc1ccc(-c2cn3nc(SCC(=O)Nc4ccc(C)c(Cl)c4)ccc3n2)cc1
    ?, -13%, ?
59) CCn1ccc2cc(S(=O)(=O)N3CCC(C(=O)NCCc4ccc(C)cc4)CC3)ccc21
    -17%, -1%, 5%
60) COc1ccc(OC)c(/C=C(\C#N)c2nc(-c3ccc(F)cc3)cs2)c1
    -29%, ?, -9%
61) Cc1ccc(C)c(S(=O)(=O)NCC(c2ccc(N(C)C)cc2)N2CCOCC2)c1 (stereo not drawn)
    ?, -4%, ?
62) Cc1ccc(C(=O)N2CCc3cc(CNS(=O)(=O)c4cccs4)ccc32)cc1
    -16%, 3%, -8%
63) CCOC(=O)CNC(=O)N1CCN(c2nnc(C)c3c(C)n(-c4ccc(Cl)cc4)nc23)CC1
    0%, -11%, 8%
64) COc1cc(NC(=O)C(CCSC)NS(=O)(=O)c2ccc3c(c2)oc(=O)n3C)cc(OC)c1 (stereo not drawn)
    1%, -12%, 3%
65) CCOC(=O)c1ccccc1NC(=O)CSc1nccn1Cc1ccco1
    -9%, 8%, -6%
66) COc1ccc(-c2csc3ncnc(Nc4ccc(OC)c(OC)c4)c23)cc1
    -18%, 11%, -7%
67) CC(C)NC(=O)C1CCC(Cn2c(=O)c3sccc3n(CC(=O)N3CCCC3)c2=O)CC1 (stereo not drawn)
    -2%, 2%, ?
68) Cc1oc(-c2ccc(C(=O)NCCC(C)C)cc2)nc1CN1CCc2ccccc21
    -1%, 7%, 0%
69) Cc1ccc(-c2nn3c(=O)cc(CN4CCN(C(=O)c5ccc(C(C)(C)C)cc5)CC4)nc3s2)cc1
    3%, 4%, ?
70) CCOc1ccccc1NC1(c2ccccc2)C(=O)c2ccccc2C1=O
    ?, -5%, -13%

# Single records (already shown):
# COc1cc(NC(=O)C(CCSC)NS(=O)(=O)c2ccc3c(c2)oc(=O)n3C)cc(OC)c1 (stereo not drawn) reads Tau fluor cs = 1%; Tau fibril FP = -12%; Tau fibril ThT = 3%
# Cc1ccc(C)c(S(=O)(=O)NCC(c2ccc(N(C)C)cc2)N2CCOCC2)c1 (stereo not drawn) reads Tau fluor cs = ?; Tau fibril FP = -4%; Tau fibril ThT = ?
# CCOc1ccccc1NC1(c2ccccc2)C(=O)c2ccccc2C1=O reads Tau fluor cs = ?; Tau fibril FP = -5%; Tau fibril ThT = -13%

# The list goes on.
# Screens in order – Tau fluor cs, Tau fibril FP, Tau fibril ThT
71) COc1ccc(CNC(=O)CCc2c(C)nn(-c3ccc(N4CCOCC4)nn3)c2C)cc1
    -3%, 5%, -13%
72) CCCc1nccn1S(=O)(=O)c1cc(Br)ccc1OC
    -9%, -7%, -3%
73) CCC(C)NC(=O)c1nn(-c2ccc(C)cc2)c(=O)n(C)c1=O (stereo not drawn)
    7%, 3%, 2%
74) CN(C)c1ccc(C(CNC(=O)COc2ccccc2)N2CCOCC2)cc1 (stereo not drawn)
    -27%, -4%, ?
75) CCN(c1ccccc1C)S(=O)(=O)c1ccc(N2CCCCS2(=O)=O)cc1
    -6%, 0%, 3%
76) O=C(Cc1csc2nc(-c3ccc(F)cc3)cn12)NCc1ccccc1
    -3%, -7%, 10%
77) Cc1ccc(C(=O)Nc2cc3c(cc2N2CCCC2)n(C)c(=O)c(=O)n3C)cc1
    -3%, -3%, ?
78) Cc1cc(-c2ccc(C)c(S(=O)(=O)N3CCCC(C)C3)c2)on1 (stereo not drawn)
    ?, 3%, -15%
79) COc1ccccc1CCNC(=O)C(=O)NCC(c1ccc2c(c1)OCO2)N1CCOCC1 (stereo not drawn)
    -5%, 2%, 4%
80) CCCOc1ccc(-c2cccc(NS(=O)(=O)c3cccs3)c2)nn1
    -14%, 8%, -8%
81) COc1cccc(C(=O)Nc2cccc(-c3nc4ncccn4c3C)c2)c1
    -1%, -8%, -15%
82) O=S(=O)(NCCc1csc2nc(-c3ccc(F)cc3)nn12)c1ccc2c(c1)OCCO2
    -16%, -14%, 1%
83) COc1ccc(-c2onc(C)c2C)cc1S(=O)(=O)N1CCc2ccccc21
    ?, -7%, -16%
84) COc1ccc(NC(=O)C2=C(C)Nc3ncnn3C2c2ccc(C)o2)cc1 (stereo not drawn)
    0%, 3%, -2%
85) Cc1ccc(NC(=O)c2ccc3nc(Cc4ccccc4)oc3c2)cc1F
    -19%, ?, -5%
86) CCOc1ccc(C(c2c(O)cc(C)n(CCOC)c2=O)N2CCN(c3ccccc3)CC2)cc1 (stereo not drawn)
    10%, -4%, ?
87) Cc1cccc(C)c1NC(=O)CCC(=O)N1Cc2ccccc2Oc2ncccc21
    -4%, -6%, -1%
88) O=C(Cc1ccc(Cl)cc1)NCCc1csc2nc(-c3ccccc3F)nn12
    -17%, -5%, -4%
89) COC(=O)c1ccc(OCC2c3cc(OC)c(OC)cc3CCN2C(=O)Cc2ccc(OC)cc2)cc1 (stereo not drawn)
    -7%, 8%, -7%

# A portion of the library; the hit share may differ from the screen's.
